LDHA inh = qHTS assay for inhibitors of human lactate dehydrogenase; L-lactate dehydrogenase A chain (Homo sapiens), P00338; purified LDHA, NADH/diaphorase-resazurin fluorescence; hits give low values; activity change, % (values are at about 110 or 230 µM); 480,000 compounds, 0.15% hits; AID 1347041, 2019; in the data active = activity change below about -30%; inconclusive = mostly about -25% to -30%;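 also: plate controls were DMSO wells for no effect and wells without enzyme for full effect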
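Remaining NADH was detected by diaphorase (0.133 mg/mL) converting 37 µM resazurin to fluorescent resorufin, read at 0 and 20 minutes. The preceding 5-minute room-temperature reaction used 2 nM LDHA, 0.2 mM sodium pyruvate and 0.06 mM NADH at pH 7.4.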
GRP78 ERSR act = qHTS for Inducers of the Endoplasmic Reticulum Stress Response (ERSR) in Human Glioma: qHTS; U87-MG GRP78 promoter luciferase reporter, 16 h; Potency, µM, for inactives: at the top dose activation, actives largely listed as activators; 420,000 compounds, 0.02% hits; AID 602332, 2012; also: potency is read from the fitted curve at half-maximal effect; series mostly up to about 76 µM; % of control where 0% means no effect; nearly all actives have a fitted effect of over 35% in size
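Stably transfected U87-MG glioma cells carrying a GRP78-based luciferase sensor; 16 h compound incubation. Luminescence end-point read 10 min after Bright-Glo addition at room temperature.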
IDH1 R132H inh = qHTS for Inhibitors of mutant isocitrate dehydrogenase 1 (IDH1): qHTS | Isocitrate dehydrogenase [NADP] cytoplasmic (Homo sapiens), O75874 | IDH1-R132H enzyme, NADPH consumption, diaphorase/resazurin fluorescence | Potency, µM (highest dose often 76.6 µM), inactives show top-dose activity change, negative = inhibition, most hits filed as inhibitors | 390,000 compounds, 0.093% hits | AID 602179, 2012; also: potency is read from the fitted curve at half-maximal effect; % is scaled to controls: 0 for no effect and ±100 for the full control effect; nearly all actives have a fitted effect of over 65% in size
Target sequence (O75874 whole entry R132H, stated change not applied): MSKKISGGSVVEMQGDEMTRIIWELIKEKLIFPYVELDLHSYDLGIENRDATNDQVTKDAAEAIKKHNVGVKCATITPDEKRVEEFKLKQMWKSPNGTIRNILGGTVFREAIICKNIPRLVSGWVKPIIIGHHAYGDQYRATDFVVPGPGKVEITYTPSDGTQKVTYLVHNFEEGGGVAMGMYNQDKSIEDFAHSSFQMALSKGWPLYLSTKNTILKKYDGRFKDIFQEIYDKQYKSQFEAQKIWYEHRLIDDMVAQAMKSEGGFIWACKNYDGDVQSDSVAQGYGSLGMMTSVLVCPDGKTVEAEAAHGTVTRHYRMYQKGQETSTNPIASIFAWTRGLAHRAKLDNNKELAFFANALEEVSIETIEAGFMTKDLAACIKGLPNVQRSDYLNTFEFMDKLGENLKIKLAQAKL
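IDH1-R132H (0.5 ug/mL) preincubated 30 min with compound, then NADPH (0.016 mM) and alpha-KG (2 mM) added; 80 min at RT, pH 7.5. Remaining NADPH coupled via diaphorase/resazurin to fluorescence (540/590 nm); concentration-response curves normalized to no-enzyme control.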
USP1-UAF1 inh = Inhibitors of USP1/UAF1: Primary Screen | recombinant USP1/UAF1, Ub-Rhodamine cleavage fluorescence | 390,000 compounds, 0.23% hits | Ubiquitin carboxyl-terminal hydrolase 1 (Homo sapiens), O94782 | AID 743255, 2014 | Potency, µM (highest dose often 57.1 µM), inactives show top-dose activity change, negative = inhibition, usual class: inhibitors; also: potency is read from the fitted curve at half-maximal effect; % is scaled to controls: 0 for no effect and ±100 for the full control effect; nearly all actives have a fitted effect of over 60% in size; inactives centre near -12
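In this screen, compounds sit with the deubiquitinase complex (1nM) for 15 min at room temperature before Ub-Rho is added at 150nM final. Fluorescence rise is then followed for 6 reads every 60 seconds.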
TrxR1 substrate = qHTS Assay for Substrates of Mammalian Selenoprotein Thioredoxin Reductase 1 (TrxR1): qHTS. Thioredoxin reductase 1, cytoplasmic (Rattus norvegicus), O89049. purified TrxR1 substrate turnover, NADPH consumption readout. Potency, µM (highest dose often 114 µM), for inactives: at the highest dose activity change, negative = substrate turnover. 390,000 compounds, 0.01% hits. AID 588456, 2011; also: potency is read from the fitted curve at half-maximal effect; % is scaled to controls: 0 for no effect and ±100 for the full control effect; nearly all actives have a fitted effect of over 50% in size
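Rat TrxR1, dispensed at 90 nM, was prereduced with 400 uM NADPH (final) for 5 min at ~22 deg C, then incubated with compound 15 min before 400 uM selenite. A first-read NADPH fluorescence drop versus no-compound background flagged substrates.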
Vif-APOBEC3F blk = qHTS for Inhibitors of Vif-A3F Interactions: qHTS; HeLa A3F-eYFP + Vif (tagged APOBEC3F with the HIV-1 protein that degrades it), YFP fluorescence increase; Potency, µM (doses to about 46.1 µM), without a hit: at the top dose activity, negative = active; 390,000 compounds, 0.2% hits; also: potency is read from the fitted curve at half-maximal effect; % of control where 0% means no effect; nearly all actives have a fitted effect of over 65% in size
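HeLa cells stably expressing A3F-eYFP plus Vif, plated and incubated overnight at 37 deg C, then exposed to compounds overnight at 37 deg C. Blocked degradation read as raised yellow fluorescence (Ex 488/Em 500-530).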
RGS4 inhibitor = Inhibitors of Regulator of G Protein Signaling (RGS) 4: qHTS; Transcreener GDP fluorescence polarization, RGS4-accelerated GTP hydrolysis; Regulator of G-protein signaling 4 (Homo sapiens), P49798; 390,000 compounds, 0.039% hits; Potency, µM (titrated, usually from 114 µM), inactives show at the top dose activity change, negative = inhibition, actives largely listed as inhibitors; also: potency is read from the fitted curve at half-maximal effect; % is scaled to controls: 0 for no effect and ±100 for the full control effect; nearly all actives have a fitted effect of over 75% in size; some results filed as inactive show a strong effect at the top dose
Target sequence (P49798 whole entry, looked up): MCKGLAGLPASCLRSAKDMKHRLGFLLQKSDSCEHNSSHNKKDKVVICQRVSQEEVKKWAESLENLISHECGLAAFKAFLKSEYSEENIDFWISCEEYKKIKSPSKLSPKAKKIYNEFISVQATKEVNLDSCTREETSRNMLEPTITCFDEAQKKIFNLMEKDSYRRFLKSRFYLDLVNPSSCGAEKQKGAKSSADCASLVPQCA
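MLSMR compounds (23 nl, pin-transferred) preincubated 10 min at room temperature with a 500nM (2x) first reagent, then RGS4 at 900nM (2x) plus Transcreener GDP mix added; fluorescence polarization (620/688 nm) read before and after 90 min at 30 °C.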
Vif-A3G inh = qHTS for Inhibitors of Vif-A3G Interactions: qHTS; 410,000 compounds, 0.076% hits; HeLa A3G-eYFP + Vif (tagged APOBEC3G with the HIV-1 protein that degrades it), YFP fluorescence, overnight; AID 602310, 2012; Potency, µM (titrated, usually from 46.1 µM), for inactives: at the top dose activity, negative = active, actives largely listed as inhibitors;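 also: potency is read from the fitted curve at half-maximal effect; % is scaled to controls: 0 for no effect and ±100 for the full control effect; nearly all actives have a fitted effect of over 60% in size; hits raise eYFP signal because A3G escapes Vif-driven loss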
Target sequence (Q9HC16 whole entry, looked up): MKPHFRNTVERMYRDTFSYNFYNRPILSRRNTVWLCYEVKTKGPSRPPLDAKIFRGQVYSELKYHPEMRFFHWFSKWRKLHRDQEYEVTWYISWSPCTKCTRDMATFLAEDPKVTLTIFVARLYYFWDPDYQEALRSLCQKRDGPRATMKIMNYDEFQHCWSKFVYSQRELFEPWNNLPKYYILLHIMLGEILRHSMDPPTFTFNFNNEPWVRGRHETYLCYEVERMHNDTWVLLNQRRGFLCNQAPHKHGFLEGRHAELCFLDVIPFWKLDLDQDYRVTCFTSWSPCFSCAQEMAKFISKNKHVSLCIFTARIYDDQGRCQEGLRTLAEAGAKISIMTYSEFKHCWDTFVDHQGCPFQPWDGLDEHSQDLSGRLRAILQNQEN
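HeLa cells stably expressing Vif and C-terminally eYFP-tagged A3G, seeded overnight at 37 deg C, then exposed to compound by pintool overnight at 37 deg C. Rise in yellow fluorescence (Ex 488/Em 500-530, Acumen) marks blocked Vif-driven A3G degradation.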
rTrxR1 inhibitor = qHTS Assay for Inhibitors of Mammalian Selenoprotein Thioredoxin Reductase 1 (TrxR1): qHTS; Thioredoxin reductase 1, cytoplasmic (Rattus norvegicus), O89049; Potency, µM (series often up to 114 µM), inactives show at the highest dose activity change, negative = inhibition, most hits filed as inhibitors; 390,000 compounds, 1% hits; recombinant rTrxR1, NADPH fluorescence consumption, selenite substrate; also: potency is read from the fitted curve at half-maximal effect; % is scaled to controls: 0 for no effect and ±100 for the full control effect; nearly all actives have a fitted effect of over 65% in size
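Rat TrxR1 (90 nM in the dispensed reagent) was pre-reduced with 400 uM NADPH for 5 min at room temperature, then incubated with compound for 15 min. After 400 uM selenite was added, NADPH fluorescence (Ex 340/Em 450 nm) was followed for 8 min.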
* hit, by the source's call; ? = inconclusive; nt = not tested or not shown; & = joins results of further samples; [ ] = remark or other dose. Unless noted, calls follow the shape of the dose curve; as a rule, active = well fitted curve in the direction sought with a large enough effect; inconclusive = small, poorly fitted or top-dose-only effect, or another doubt; inactive = no such curve, though single readings can be large; an effect the other way counts as inactive or inconclusive. The list is partial, so the mix of outcomes need not match the whole.

SMILES	LDHA inh	GRP78 ERSR act	IDH1 R132H inh	USP1-UAF1 inh	TrxR1 substrate	Vif-APOBEC3F blk	RGS4 inhibitor	Vif-A3G inh	rTrxR1 inhibitor
COc1ccc(N2C(=O)CC(NNC(=O)c3ccco3)C2=O)cc1 (stereo not given)	-5	1%	-4%	-6%	3%[57.1 µM]	-4%	23%	-1%	18%[57.1 µM]
COc1ccccc1NC(=O)Cc1nnc(SCC(=O)c2ccc(F)cc2)n1C	-8	-1%	3%	-8%	8%	-2%	-1%	4%	17%
COc1cc2c(cc1NC(=O)c1ccc(C)c([N+](=O)[O-])c1)oc1ccccc12	-2	-1%	-2%	-5%	2%	-10%	-21%	-1%	7%
CCCCn1c(SCC(=O)N2CC(C)CC(C)C2)nc2cc(S(N)(=O)=O)ccc21 (stereo not given)	-5	2%	-3%	-8%	1%	1%	-8%	-5%	6%
C=CC(COCc1ccccc1)N(Cc1ccccc1)S(=O)(=O)c1ccccc1Br (stereo not given)	0	1%&3%	-10%	?	1%	-2%	-19%&-3%	-2%&0%	20%[57.1 µM]
CCOCCCNC(=O)C(NC(=O)c1ccc(NC(C)=O)cc1)c1ccc(Cl)cc1 (stereo not given)	-5	-3%	3%	-8%	6%	-5%	35%	-2%	26%
O=C(c1ccccc1F)N1CCc2ccccc21	2	3%	0%	-7%	-2%	nt	22%	0%	11%
O=C(O)c1cn(-c2ccc(F)cc2)c(=O)c2ccccc12	-5	-2%	-4%	-26%	-8%	-2%	-1%	-11%	-14%
O=S(=O)(/N=C(/Nc1ccc(F)cc1F)c1ccccc1)c1ccccc1	-12	2%	-6%	-15%	2%	4%	6%	0%	14%
COc1ccc(-n2c(Cc3cc(=O)[nH]c(=O)[nH]3)nnc2SCC(=O)N2CCCC2)cc1	-7	-4%	0%	-18%	9%[57.1 µM]	2%	15%	1%	?
c1ccc(NCC2OCc3ccccc3CO2)cc1	-1	7%	7%	-7%	-3%	-9%	-32%	4%	-9%
Cc1[nH]c(=O)c(C#N)c(C)c1Br	-11	-2%	2%	7%	9%	2%	-15%	3%	8%
COc1ccc(OC)c(N2Cc3cc(C)c(C)cc3C2)c1	12	1%	4%	-23%	11%	-5%	-33%	0%	-27%
CCn1cc(CN2CCC(n3nccc3NC(=O)c3ccccc3C)CC2)cn1	-1	-5%	3%	-8%	-2%	4%	-35%	-8%	-11%
CCCCN(CC)CCCNC(=O)CCN1N=C(c2ccc(OC)cc2)CCC1=O	-6	-2%	21%	-10%	-5%[57.1 µM]	0%	8%	-7%	6%[57.1 µM]
Nn1c(SCc2ccccc2)nnc1C1CCCCC1	-6	?	26%	-2%	10%[57.1 µM]	-22%	-9%	-1%	16%[11.4 µM]
COc1ccc(OC(C)c2ccc(C#N)c(=O)[nH]2)cc1 (stereo not given)	-2	-3%	7%	-14%	-4%	17%	-6%	0%	-4%
CC(=O)c1cnc2nc(SCc3ccccc3)nn2c1C	-4	0%	0%	-21%	8%	-6%	38%	-8%	24%
COc1ccc(/C=C2\SC(=S)N(CCC(=O)N(CCO)Cc3ccccc3)C2=O)cc1OC	0	-5%	-6%	-2%	-6%	1%	-4%	-5%	3%
Cc1cc(C)cc(C(=O)NCC(=O)OCC(=O)c2c(N)n(C)c(=O)n(C)c2=O)c1	0	-1%	-7%	-1%	-1%	2%	-12%	-4%	-3%
Cc1ccc(NC(=O)C2CCN(S(=O)(=O)c3c(C)noc3C)CC2)cc1	4	-4%	2%	-17%	5%	1%	?	5%	8%
Cc1ccccc1C(=O)Nc1sc2c(c1C(=O)N1CCC(C)CC1)CCCC2	2	-3%	9%	-17%	5%	5%	-31%	-1%	8%
COC(=O)c1noc(C)c1-c1ccnn1C(=O)c1ccc(C)cc1	-7	-5%	6%	-13%	6%[57.1 µM]	-8%	19%	1%	15%[57.1 µM]
CN(C)/C=C(/C(=O)c1ccccc1)n1cncn1	-1	0%	6%	-15%	15%[57.1 µM]	1%	-22%	1%	27%[57.1 µM]
O=C(Cc1ccc([N+](=O)[O-])cc1)NNC(=O)c1cccs1	-5	-3%	0%	2%	6%[57.1 µM]	-7%	3%	-1%	16%[57.1 µM]
COc1ccc(C2(c3ccc(OC)cc3)NC(=O)N(CC(=O)N3CCOCC3)C2=O)cc1	-3	-3%	-3%	-8%	1%	3%	5%	4%	32%
CN(C)CCNC(=O)c1cc2c(=O)n(C)c3ccccc3c2n1C	1	-1%	2%	-19%	14%[57.1 µM]	-1%	-8%	6%	-21%[57.1 µM]
O=C(O)c1cc(-c2ccccc2)nn1CC1CC(c2cccc([N+](=O)[O-])c2)=NO1 (stereo not given)	3	-2%	-3%	-16%	-9%	-1%	1%	-1%	?
Cn1c(N)c(C(=O)COC(=O)c2cc(C3CC3)nc3ccccc23)c(=O)n(Cc2ccccc2)c1=O	-5	-4%	-13%	?	12%[57.1 µM]	-1%	-6%	-5%	19%[57.1 µM]
CC(=O)N1c2ccc(S(=O)(=O)N3CCC(C(=O)NCc4ccccc4Cl)CC3)cc2CC1C (stereo not given)	-4	-3%	-4%	-9%	-3%	0%	0%	-3%	16%

In the list so far, these contain a thiophene ring, fused or not:
SMILES	LDHA inh	GRP78 ERSR act	IDH1 R132H inh	USP1-UAF1 inh	TrxR1 substrate	Vif-APOBEC3F blk	RGS4 inhibitor	Vif-A3G inh	rTrxR1 inhibitor
Cc1ccccc1C(=O)Nc1sc2c(c1C(=O)N1CCC(C)CC1)CCCC2	2	-3%	9%	-17%	5%	5%	-31%	-1%	8%
O=C(Cc1ccc([N+](=O)[O-])cc1)NNC(=O)c1cccs1	-5	-3%	0%	2%	6%[57.1 µM]	-7%	3%	-1%	16%[57.1 µM]

Remaining list, next part:
SMILES	LDHA inh	GRP78 ERSR act	IDH1 R132H inh	USP1-UAF1 inh	TrxR1 substrate	Vif-APOBEC3F blk	RGS4 inhibitor	Vif-A3G inh	rTrxR1 inhibitor
CC[C@@H](C)CN1C(=O)N[C@@H](c2ccccc2)C(C(C)=O)=C1C	2	-2%	0%	15%	-1%	?	-16%	-11%	?
Fc1c(F)c(C(F)(F)F)c(F)c(F)c1N1CCN(c2ccc3nnc(C(F)(F)F)n3n2)CC1	0	1%	3%	-10%	9%[57.1 µM]	-8%	20%	-3%	11%[57.1 µM]
COc1nnc(-c2ccc(C)cc2)c2ccccc12	-2	2%	-3%	-14%	-9%	10%	-7%	1%	-12%
CNC(=O)c1c[nH]c2ccc(S(=O)(=O)Nc3cccc(SC)c3)cc2c1=O	-2	-6%	0%	-20%	3%	3%	-21%	-6%	19%
CC1(C)CC(=O)C(C=Nc2cc(C(=O)c3ccccc3)ccc2N)=C(O)C1	3	8%	7%	-14%	-6%	28µM*	-33%	-23%	-11%
O=C(c1ccc(Oc2ccccc2)cc1)C1CCCN(C(=O)c2cnccn2)C1 (stereo not given)	-6	0%	4%	-23%	2%	9%	-16%	5%	7%
CC(Nc1nc(-c2ccccc2O)nc2ccccc12)c1ccccc1 (stereo not given)	-4	-10%	11%	-8%	-9%	-25%	21%	-23%	-2%
CCCCn1c(N)c(N(CCC(C)C)C(=O)c2c(C)noc2C)c(=O)[nH]c1=O	0	2%	2%	-11%	3%	-27%	4%	2%	-6%
CC(=O)CSc1nc(N)c(C#N)c(-c2cccs2)c1C#N	-10	-7%	-3%	-4%	-7%	0%	-20%[56.9 µM]	-4%	-9%
COC1CCN(C(=O)c2ccc(OC3CCN(CCc4ccccc4)CC3)cc2)CC1	-11	3%	-2%	-15%	3%[57.1 µM]	-10%	-16%	-1%	3%[57.1 µM]
O=C(Cn1c(=O)[nH]c2ccccc2c1=O)Nc1ccc2c(c1)OCCO2	-18	-4%	10%	-4%	3%	-9%	6%	1%	35%
CCOCCOC(=O)c1cccc(NC(=O)OCC)c1	-8	0%	7%	-16%	1%	5%	11%	-3%	-9%
C=CCN(C(=O)c1csnn1)C(C(=O)NC1CCCC1)c1c(F)cccc1Cl (stereo not given)	-3	-1%	1%	-9%	7%[57.1 µM]	13%	9%	-1%	32%[57.1 µM]
CCN(CC)C(=O)NC1CC2CCCC(C1)N2Cc1ccccc1 (stereo not given)	-19	-5%	-3%	-1%	1%	nt	39%	1%	1%
CC(C)(C)NC(=O)C(c1cccs1)N(C(=O)c1csnn1)c1cccc(F)c1 (stereo not given)	1	3%	7%	-8%	0%	1%	-12%	2%	4%
COC(=O)c1ccc(C(=O)OC)c(NC(=O)COc2ccccc2OC)c1	0	-4%	6%	-21%	5%	-3%	-46%	0%	3%

High-throughput results as filed in PubChem.
